# GLA spleen mod: inhibits or activates alpha-galactosidase in human spleen homogenate; P06280; human spleen homogenate, 4MU-alpha-Gal fluorescence, 40 min; Potency, µM (highest dose often 80 µM), for the others: at the top dose activity change, negative = inhibition, hits mostly inhibitors; actives 0.008% (n = 240,000);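 further: potency means the concentration at half of the fitted maximal effect; 0% = enzyme with vehicle and -100% = no enzyme basal signal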
# Target sequence (P06280 32-429 limits assumed): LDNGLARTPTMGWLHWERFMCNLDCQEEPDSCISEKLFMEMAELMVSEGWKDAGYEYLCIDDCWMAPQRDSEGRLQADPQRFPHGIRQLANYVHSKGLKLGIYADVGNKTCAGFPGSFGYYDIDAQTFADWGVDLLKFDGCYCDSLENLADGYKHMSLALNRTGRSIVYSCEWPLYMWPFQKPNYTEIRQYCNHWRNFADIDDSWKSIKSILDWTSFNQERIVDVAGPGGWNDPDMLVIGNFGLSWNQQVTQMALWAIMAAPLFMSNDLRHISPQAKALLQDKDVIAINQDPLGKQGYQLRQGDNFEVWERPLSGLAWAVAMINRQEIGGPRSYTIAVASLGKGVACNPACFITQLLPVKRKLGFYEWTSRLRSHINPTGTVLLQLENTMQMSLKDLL
#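 Human spleen homogenate (1 ug) was the enzyme source, with 4-methylumbelliferyl-alpha-D-galactopyranoside (1 mM final) in pH 5.0 citrate buffer with 0.01% Tween-20. Compounds were titrated; after 40 min at 37C, NaOH/glycine stop, 4-MU fluorescence read; AC50 from Hill fits.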
# Tau fibril FP: inhibitors of human tau fibril formation; Potency, µM (titrated, usually from 57.7 µM), for the others: top-dose activity, negative = inhibition, actives largely listed as inhibitors; K18 P301L tau heparin fibrillization, Alexa594 FP, 6 h; actives 0.39% (n = 280,000); P10636; AID 1468; further: potency means the concentration at half of the fitted maximal effect; on the % scale 0 is the no-effect control and ±100 the full control effect; nearly all actives have a fitted effect of over 55% in size
# Target sequence (P10636 561-689 P618L limits assumed): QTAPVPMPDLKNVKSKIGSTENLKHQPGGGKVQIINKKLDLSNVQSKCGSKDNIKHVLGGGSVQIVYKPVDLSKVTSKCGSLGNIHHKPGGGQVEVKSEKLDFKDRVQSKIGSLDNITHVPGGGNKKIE
#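 K18 P301L tau (15 uM unlabeled/0.24 uM Alexa 594-labeled, final) + compound + heparin 20 uM final; 100 mM NaOAc pH 7; 6 hr 37 C; ThT 30 uM final added, 1 hr RT; FP ex 555/em 632 nm.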
# Epigenetic derep: derepresses silenced GFP reporter in murine cells | Potency, µM (doses to about 53.9 µM), without a hit: at the top dose GFP activation, usual class: activators | AID 1865 | actives 0.2% (n = 280,000) | murine LDR cells, GFP reporter derepression, 30 h; further: potency means the concentration at half of the fitted maximal effect; % of control where 0% means no effect; nearly all actives have a fitted effect of over 60% in size
#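 Murine LDR cells bearing a silenced CMV-driven GFP reporter were exposed to compound for 30 h at 37 C. After PBS washes, GFP-positive cells (20-120 um objects) counted by laser-scanning microplate cytometry.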
# TR SRC2 fluor cs: counter-screen for TRb-SRC2 inhibitors: fluorescence interference; TRb/SRC2 Texas Red total fluorescence interference; Potency, µM (titrated, usually from 106 µM), for the others: at the top dose fluorescence change, negative = quenching; actives 0.29% (n = 280,000); active means well fitted curve in either direction with a large enough effect; inconclusive means small, poorly fitted or top-dose-only effect; further: potency means the concentration at half of the fitted maximal effect; on the % scale 0 is the no-effect control and ±100 the full control effect
#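 Flags fluorescent or light-absorbing compounds by total fluorescence, S + 2P, at 555 nm excitation and 632 nm emission. Mixture: 20 nM Texas Red SRC2 peptide, 0.6 uM human TRb LBD, 1 uM T3, 5% DMSO; compound exposure 5 h at ambient temperature.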
# TRb-SRC2 inh: inhibitors of human thyroid hormone receptor beta-SRC2 interaction. P10828. TRbeta-SRC2 peptide binding, fluorescence polarization; receptor liganded with 1 µM T3. AID 1469. actives 0.065% (n = 280,000). Potency, µM (doses to about 106 µM), for inactives: at the highest dose activity change, negative = inhibition, actives largely listed as inhibitors;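 further: potency means the concentration at half of the fitted maximal effect; plate controls were bound peptide for no effect and peptide without receptor for full effect; nearly all actives have a fitted effect of over 50% in size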
#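 Decrease in fluorescence polarization of 20 nM Texas Red SRC2 coactivator peptide flagged inhibition of its binding to 0.6 uM TRb LBD; 1 uM T3 included, incubation 5 hr, ex 555/em 632 nm.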
# CBFb RUNX1 block: inhibitors of human CBF-beta and RUNX1 interaction; 230,000 tested, under 10 active; Potency, µM (titrated, usually from 59.8 µM), without a hit: top-dose activity, negative = inhibition, usual class: inhibitors; AlphaScreen CBFb-His/RUNX1-biotin binding, biochemical; Q01196+Q13951; further: % of control where 0% means no effect
#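 Compounds were screened at multiple concentrations against a preformed CBF-beta(His)/RUNX1(biotin) complex (30 nM of each) for 15 min at room temperature, followed by 90 min with nickel and streptavidin beads and AlphaScreen reading.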
# NPSR antag: antagonists of human neuropeptide S receptor cAMP signaling | CHO-NPSR cells, cAMP TR-FRET, antagonist mode | Potency, µM (top dose mostly 38.3 µM), for the others: at the top dose activity change, negative = inhibition, actives largely listed as inhibitors | AID 1461 | Q6W5P4 | actives 1% (n = 220,000); further: potency means the concentration at half of the fitted maximal effect; on the % scale 0 is the no-effect control and ±100 the full control effect; nearly all actives have a fitted effect of over 50% in size; many of its hits are not listed in these tables
# Target sequence (Q6W5P4 whole entry, looked up): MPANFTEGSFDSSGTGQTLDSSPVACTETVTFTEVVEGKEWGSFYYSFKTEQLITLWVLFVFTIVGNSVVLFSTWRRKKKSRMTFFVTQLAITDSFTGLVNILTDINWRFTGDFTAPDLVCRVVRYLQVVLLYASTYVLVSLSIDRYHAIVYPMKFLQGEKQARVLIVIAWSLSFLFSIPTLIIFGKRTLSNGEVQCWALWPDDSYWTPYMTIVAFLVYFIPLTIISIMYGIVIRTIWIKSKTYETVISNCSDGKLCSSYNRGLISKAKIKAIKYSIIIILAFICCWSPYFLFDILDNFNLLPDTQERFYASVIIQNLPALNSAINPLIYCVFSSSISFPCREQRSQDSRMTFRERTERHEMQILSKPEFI
# Tau fluor cs: counter-screen for tau fibril formation inhibitors. tau K18 P301L (four-repeat tau fragment) Alexa594 fluorescence, heparin fibrillization. Potency, µM (series often up to 57.7 µM), for the others: at the top dose activity change, negative = decrease. actives 0.93% (n = 280,000); further: potency means the concentration at half of the fitted maximal effect; on the % scale 0 is the no-effect control and ±100 the full control effect; nearly all actives have a fitted effect of over 55% in size
#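 Human K18 P301L tau (15 uM unlabeled plus 0.24 uM Alexa 594-labeled, final) in 100 mM sodium acetate pH 7 was mixed with compound and 20 uM heparin and incubated 6 hr at 37 C.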
# Numbers without * were called inactive; ? = inconclusive; nt = no result given; & = joins results of further samples; [ ] = dose if it differs, or a comment. Unless noted, the call rests on the fitted dose curve; in most records, active means well fitted curve in the direction sought with a large enough effect; inconclusive means small, poorly fitted or top-dose-only effect, or another doubt; inactive means no such curve, though single readings can be large; an effect the other way counts as inactive or inconclusive.
smiles,Tau fibril FP,Epigenetic derep,GLA spleen mod,NPSR antag,TRb-SRC2 inh,CBFb RUNX1 block,TR SRC2 fluor cs,Tau fluor cs
CCc1ccccc1Nc1sc(C(=O)c2ccccc2)c(N)c1S(=O)(=O)c1ccccc1,-9%,-3.2%,nt,nt,6%,nt,-3%,-10%
COc1ccc(CC2(CO)CCN(C(=O)NCc3ccccc3)CC2)cc1,-1%,-1.4%,2%,0%,7%,1%,1%,-5%
COCc1[nH][nH]c(=O)c1C=Nc1ccc(OC(F)(F)F)cc1,5%,0.8%,1%,-3%,-4%,10%,-2%,-2%
CCCCC1=CC2=CC(=O)C(C)(OC(=O)CC)C(=O)C2=CN1Cc1ccc2c(c1)OCO2 (stereo not given),-7%[11.6 µM],-0.7%,3%[17.5 µM],-7%,5%[11.2 µM],?,0%[11.2 µM],-13%[11.6 µM]
O=C(O)CCCC(=O)Nc1ccc(N2CCCC2)cc1,1%,-1.1%,11%,?,-3%,8%,0%,-3%
Cc1cc(C)nc(CCNC(=O)c2cc(COc3ccc(F)cc3Cl)on2)n1,-8%,-1.4%,7%,6%,0%[53 µM],-4%,-2%[53 µM],-21%
COc1cccc(-n2c(CN3CCN(c4ccccc4)CC3)nc3ccc([N+](=O)[O-])cc3c2=O)c1,3%,0.0%,-1%,-6%,0%,-2%,-1%,-21%
Cc1ccc2c(c1)/C(=N/O)CCS2,-1%,-1.1%,6%,12%[46.1 µM],-1%,0%,1%,-9%
Cc1ccc(NC(=O)CN2C(=O)CCSc3ccc(S(=O)(=O)N4CCCC4)cc32)cc1C,-1%,-1.7%,nt,nt,0%,nt,-5%,-15%
COc1ccccc1N(Cc1cc(=O)[nH]c2ccccc12)C(=O)c1ccc([N+](=O)[O-])cc1,10%,0.3%,-15%,36%,1%,-23%,-4%,-26%
COc1cc(C2C(C#N)=C(C)NC(C)=C2C#N)cc(OC)c1OC,-1%,0.0%,-10%,4%,2%,1%,-9%,-7%
COc1cc(/C=N/S(=O)(=O)CCc2ccccc2)cc(OC)c1O,-4%,-0.1%,-2%,19%,2%,-4%,7%,2%
C=CCC1(CC=C)CCCN1Cc1nc(COc2ccccc2)no1,6%,?,-2%,?,-1%,10%,1%,-18%
CC(NCC(c1ccco1)N1CCCCC1)C(=O)NC1CCCC1 (stereo not given),6%,1.3%,-5%,-8%,3%,8%,-8%,1%
O=C(Nc1nc2c(s1)CCCCCC2)Nc1ccc(F)cc1F,-10%,2.2%,nt,nt,-9%,nt,2%,-19%
O=c1c2c3nc4ccccc4nc3n(-c3cccc(F)c3)c2ncn1Cc1ccc2c(c1)OCO2,1%,-0.7%,4%,-18%[46.1 µM],-3%,-2%,-2%,-4%
COc1ccc(C(=O)NNS(=O)(=O)c2ccc(C)cc2)cc1,-6%,-1.1%,-3%,6%,0%,9%,-2%,-3%
CCOC(=O)N1CCC(NC(=O)c2cc(C(=O)Nc3cccc(C(F)(F)F)c3)ccc2CO)CC1,-2%,3.9%,7%,2%,4%,9%,-1%,-14%
O=S(=O)(c1ccc(Br)cc1)N1CCCN(Cc2cccc(F)c2)CC1,6%,-5.0%,1%,-39%,-3%,22%,-3%,-12%
COc1ccc2nc(CC(C)(C)CC(=O)O)c[n+]([O-])c2c1,2%,-1.1%,?,-7%[46.1 µM],0%,4%,2%,5%

# (cont.)
smiles,Tau fibril FP,Epigenetic derep,GLA spleen mod,NPSR antag,TRb-SRC2 inh,CBFb RUNX1 block,TR SRC2 fluor cs,Tau fluor cs
Cc1nn(C)c(C)c1CNC(=O)Nc1ccc2c(c1)OCO2,0%,-3.9%,2%,17%,-7%,0%,-2%,-4%
O=C(CSc1nc2c([nH]c3ccccc32)c(=O)n1-c1ccccc1)c1ccccc1,-7%,1.4%,nt,nt,5%,nt,-14%,-3%
O=C(c1ccc(Cl)c(F)c1F)N1CCCC1,-10%,0.9%,9%,-1%[46.1 µM],0%,1%,-1%,10%
CC1CCCC(C)N1C(=O)C1CC(c2ccc(F)cc2)=NO1 (stereo not given),0%,-1.3%,-3%,-4%[46.1 µM],-3%,3%,-2%,-1%
O=C(O)CCCNC(=O)CC1S/C(=N/N=C/c2ccccc2O)NC1=O (stereo not given),1%,-7.0%,1%,3%,15%,-28%,-1%,-3%
CCCCn1c(=O)[nH]c(=O)c2c1nc(-c1ccc(OCCC)c(OCC)c1)n2C,-10%,0.0%,-3%,-4%,0%,12%,-6%,-2%
Cc1nc2c(-c3ccc(F)cc3)c(C)nn2c(C)c1CCC(=O)N1CCC(Cc2ccccc2)CC1,-10%,0.8%,3%,-19%[46.1 µM],0%,5%,1%,-18%
CCCN(CCC)CCCNC(=O)c1nn(C)c2c1CS(=O)(=O)c1ccccc1-2,8%,0.0%,nt,nt,-17%,nt,50µM*[quencher],-13%
O=C(/C=C/c1ccccc1)N1CCC(Cc2ccccc2)CC1,3%,0.8%,3%,-16%[46.1 µM],1%,3%,-5%,-5%
Cc1ccc(C)n1CCN1CCN(C(=O)c2ccc(Cl)cc2)CC1,-13%,-1.9%,3%,-13%,1%,-17%,-1%,-13%
CN(c1ccccc1)S(=O)(=O)c1ccc(C(=O)Nc2nnc(C3CC3)s2)cc1,?,1.1%,5%,22%,4%,11%,3%,-6%
O=C(NCc1ccccc1)c1cccc(S(=O)(=O)N2CCOCC2)c1,-3%,0.6%,23%,-4%[46.1 µM],4%,12%,2%,-10%
CCN(CC)c1ccc(NC(=O)c2ccco2)cc1,9%,-0.2%,-4%,-20%[46.1 µM],-8%,-2%,-4%,-14%
Cc1cccc(C(=O)N/N=C/C(C)Cc2ccc3c(c2)OCO3)c1 (stereo not given),5%,-0.9%,-6%,-3%,-19%,-6%,2%,-5%
CCOc1ccc(NC(=O)c2cn(CC(C)C)c(=O)c3c2c2ccccc2n3C)cc1,?,0.0%,4%,-5%[46.1 µM],6%,-5%,-4%,-4%
N#C/C(=C(/O)c1ccco1)c1nc2ccccc2s1,11%&12%,-1.9%&2.0%,4%&-3%,36%,1%&2%,-6%&-4%,-9%&-16%,-17%&-20%
CN1CCc2c(sc3c2c(=O)n(-c2ccccc2)c2nncn32)C1,-12%,0.8%,2%,-10%[46.1 µM],0%,-5%,3%,-10%
O=C(CCCc1ccccc1)Nc1cccnc1,13%,0.1%,16%,-6%[46.1 µM],-3%,2%,-3%,1%
CC(=O)Nc1ccc(C(=O)CSc2nnnn2C2CCCC2)cc1,-12%,1.1%,-5%,22%,0%,-2%,0%,-16%
CC(C)(Oc1ccc(Cl)cc1)C(=O)N/N=C/c1cn[nH]c1-c1ccccc1,-9%,-2.5%,0%,?,9%,1%,-1%,-22%

# Later entries
smiles,Tau fibril FP,Epigenetic derep,GLA spleen mod,NPSR antag,TRb-SRC2 inh,CBFb RUNX1 block,TR SRC2 fluor cs,Tau fluor cs
COc1cccc(CNC(=O)C2CCCN(c3nn4c(=O)cc(C)nc4s3)C2)c1 (stereo not given),-1%,-3.3%,12%,-11%[46.1 µM],1%,3%,0%,1%
COC(=O)CN1C(=O)[C@@H]2[C@H](C1=O)[C@@H]1CC(C(=O)OC)=C[C@@H](C(=O)OC)C3C1=C(C(=O)[C@]3(C)NC(=O)c1ccccc1)[C@@H]2C (stereo not given in full),nt,nt,12%,nt,3%,-6%,-2%,nt
COc1ccc(N2C(=O)NC3CC2(C)Oc2ccc(Br)cc23)cc1OC (stereo not given),2%,0.0%,-7%,-4%[46.1 µM],-20%,5%,-4%,-1%
COc1ccc(CNC(=O)COC(=O)CCc2nc3ccccc3c(=O)[nH]2)cc1,9%,0.9%,0%,17%,2%,4%,-1%,9%
COC(=O)c1cc(Br)c(=O)n(CC(C)C)c1,7%,0.0%,4%,-6%[46.1 µM],-5%,2%,-1%,0%
COc1cc2c(C)nc(C)c(C#N)c2cc1OC,4%,0.9%,3%,-5%[46.1 µM],-2%,7%,4%,4%
Cc1n[nH]c(C)c1N=Nc1cc(Cl)ccc1Cl,-8%,-1.3%,-9%,-8%[46.1 µM],8%,-9%,0%,-13%
CC1CCC(C(C)C)C(OC(=O)CSc2nc(N)cc(=O)[nH]2)C1 (stereo not given),-13%,1.8%,9%,-11%[46.1 µM],3%,2%,-3%,-13%
O=C(/C=C/c1ccccc1)c1ccc(O)cc1O,?,6.7%,4%,nt,?,13%,-7%,-25%

# As entered above:
# `CC1CCC(C(C)C)C(OC(=O)CSc2nc(N)cc(=O)[nH]2)C1` (stereo not given) in CBFb RUNX1 block: 2%
# `COC(=O)CN1C(=O)[C@@H]2[C@H](C1=O)[C@@H]1CC(C(=O)OC)=C[C@@H](C(=O)OC)C3C1=C(C(=O)[C@]3(C)NC(=O)c1ccccc1)[C@@H]2C` (stereo not given in full) in CBFb RUNX1 block: -6%
# `COC(=O)c1cc(Br)c(=O)n(CC(C)C)c1` in GLA spleen mod: 4%
# `COc1cccc(CNC(=O)C2CCCN(c3nn4c(=O)cc(C)nc4s3)C2)c1` (stereo not given) in Epigenetic derep: -3.3%

# Random excerpt: 2 entries already listed, in no set order.
smiles,Tau fibril FP,Epigenetic derep,GLA spleen mod,NPSR antag,TRb-SRC2 inh,CBFb RUNX1 block,TR SRC2 fluor cs,Tau fluor cs
COc1cccc(CNC(=O)C2CCCN(c3nn4c(=O)cc(C)nc4s3)C2)c1 (stereo not given),-1%,-3.3%,12%,-11%[46.1 µM],1%,3%,0%,1%
COC(=O)CN1C(=O)[C@@H]2[C@H](C1=O)[C@@H]1CC(C(=O)OC)=C[C@@H](C(=O)OC)C3C1=C(C(=O)[C@]3(C)NC(=O)c1ccccc1)[C@@H]2C (stereo not given in full),nt,nt,12%,nt,3%,-6%,-2%,nt

# Source: PubChem BioAssay (National Center for Advancing Translational Sciences (NCATS))

# Not all compounds are listed; count on the stated rates, not on these rows.
